Bioassay records deposited in PubChem BioAssay by several laboratories.
PolyA inh = polyadenylation inhibitors in yeast reporter cells, primary screen, luminescence, S. cerevisiae. AID 1875, 2009. calls only at 12 µM. 300,000 compounds, 0.02% hits. S. cerevisiae SKY197-pL101 polyadenylation reporter, beta-gal luminescence; efflux-impaired pdr1/pdr3 knockout yeast; score 100 = 6 SD above DMSO;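 active means lowest replicate activity score at least 50, where 100 means six control SD above control mean; inconclusive means lowest score under 50 but half or more replicates reach 50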;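 further: yeast exposed to compound for 9 h at 30 °C; higher score means more reporter readthrough which indicates perturbed polyadenylation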
GSK3B inh = human GSK3beta kinase inhibitors, primary screen, biochemical, cell-free homogeneous, HTS; 300,000 compounds, 0.038% hits; GST-GSK3beta kinase, ADP-Glo luminescence, 60 min; stronger effect = lower value; Glycogen synthase kinase-3 beta (Homo sapiens), P49841; activity score (negative = inhibition), % at 10 µM;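 active means more than half of replicate wells score below -50%, meaning over 50% inhibition versus plate controls; inconclusive means some replicates but at most half score below -50%; inactive means no replicate scores below -50%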;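 further: 0% = median DMSO wells and -100% = median GW8510 positive control wells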
Target sequence (P49841 whole entry, looked up): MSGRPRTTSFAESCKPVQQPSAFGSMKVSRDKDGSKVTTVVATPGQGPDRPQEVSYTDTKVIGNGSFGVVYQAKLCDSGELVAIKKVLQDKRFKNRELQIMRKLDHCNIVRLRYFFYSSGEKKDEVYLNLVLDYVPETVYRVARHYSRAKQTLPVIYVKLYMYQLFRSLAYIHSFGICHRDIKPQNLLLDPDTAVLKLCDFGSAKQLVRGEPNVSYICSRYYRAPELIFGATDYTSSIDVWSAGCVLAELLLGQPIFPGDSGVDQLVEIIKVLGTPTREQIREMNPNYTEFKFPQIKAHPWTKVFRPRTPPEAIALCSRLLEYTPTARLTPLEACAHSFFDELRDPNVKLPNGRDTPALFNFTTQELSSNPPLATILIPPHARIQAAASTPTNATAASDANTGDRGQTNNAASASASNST
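Test system: GST-fused GSK3beta enzyme, cell-free | Quantity: 1.6 ng GST-GSK3beta enzyme per well | Reagent: 25 µM ATP with peptide substrate | Schedule: 60 min enzyme reaction, room temperature | Signal: Luminescent ADP-Glo measurement of ADP formed | Read-out basis: Score relative to plate controls | Control set: DMSO and 20 µM GW8510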
Dyrk1A ADPGlo = rat Dyrk1A kinase inhibitors, primary screen, biochemical, single point, plate reader | inhibition, % at 12.5 µM | ADP-Glo luminescence, NFATc1 peptide | Dual specificity tyrosine-phosphorylation-regulated kinase 1A (Rattus norvegicus), Q63470 | 310,000 compounds, 0.43% hits; in the data active means inhibition above about 50%;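 further: plate controls were vehicle with enzyme for no effect and no enzyme for full effect; many of its hits are not listed in these tables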
Platelet DG rel = inhibitors of platelet dense granule secretion, primary screen, cell-based, MLPCN, human platelets. human platelet-rich plasma, SFLLRN dense granule ATP release, luminescence. inhibition, %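 (compounds screened at 7.5 µM in platelet-rich plasma)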. 300,000 compounds, 0.22% hits. AID 1663, 2009;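 active means mean replicate score, as percent of positive control, at or above 50; inconclusive means mean below 50 but at least one replicate at or above 50; inactive means mean and every replicate below 50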
HSF1 activator = HSF-1 activators, primary screen, NIH3T3-HGL cells, MG132 stress, luminescence, single point | 300,000 compounds, 1.7% hits | AID 504408, 2011 | NIH3T3-HGL HSF-1 luciferase reporter, 8 h; 100% = twice DMSO control signal | activation, % at 9 µM;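 active means mean replicate activation of at least 50% with a set share of replicates each reaching 50%; inconclusive means only one of those two conditions met; inactive means mean below 50% and too few replicates reaching it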;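 further: 0% = median of the neutral control wells and 100% = twice that signal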
AI-2 QS mod = Vibrio harveyi AI-2 quorum sensing modulators, primary screen, JMH597 strain, luminescence/OD600 ratio; Vibrio harveyi JMH597 AI-2 luminescence/OD600 ratio, 9 h; stronger effect = lower value; strain lacks LuxN and CqsS sensors; 0 = neutral-control median; activity change, % at 7.5 µM; 300,000 compounds, 0.4% hits; AID 2094, 2009; in the data active means activity change below about -75%, passing the limit was not always enough; inconclusive means no clear call, values can overlap the other calls;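 further: luminescence divided by OD600 gain over 9 h not by final OD600 alone; inactives centre near 13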
HSP90 inh = HSP90 inhibitors, primary screen, cell lysate, luminescence; inhibition, % at 5.6 µM; AID 1789, 2009; Rabbit reticulocyte lysate, luciferase refolding luminescence, 3 h; 290,000 compounds, 0.91% hits;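 active means inhibition above the screen-wide mean plus 3 SD, computed separately per campaign, cut at about 16% in these data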;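 further: 0% = DMSO wells and 100% = 60 µM geldanamycin wells; inhibitors lower the luminescence because luciferase stays unfolded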
HDAC3 inh = HDAC3 deacetylase inhibitors, primary screen, biochemical, fluorescence, cell-free homogeneous. Histone deacetylase 3 (Homo sapiens), O15379. recombinant HDAC3, fluorogenic peptide/trypsin coupled. inhibition, % at 8.3 µM. 320,000 compounds, 0.15% hits. AID 2718, 2010; in the data active means inhibition above about 26%, passing the limit was not always enough; inconclusive means no clear call, values can overlap the other calls
Target sequence (O15379 whole entry, looked up): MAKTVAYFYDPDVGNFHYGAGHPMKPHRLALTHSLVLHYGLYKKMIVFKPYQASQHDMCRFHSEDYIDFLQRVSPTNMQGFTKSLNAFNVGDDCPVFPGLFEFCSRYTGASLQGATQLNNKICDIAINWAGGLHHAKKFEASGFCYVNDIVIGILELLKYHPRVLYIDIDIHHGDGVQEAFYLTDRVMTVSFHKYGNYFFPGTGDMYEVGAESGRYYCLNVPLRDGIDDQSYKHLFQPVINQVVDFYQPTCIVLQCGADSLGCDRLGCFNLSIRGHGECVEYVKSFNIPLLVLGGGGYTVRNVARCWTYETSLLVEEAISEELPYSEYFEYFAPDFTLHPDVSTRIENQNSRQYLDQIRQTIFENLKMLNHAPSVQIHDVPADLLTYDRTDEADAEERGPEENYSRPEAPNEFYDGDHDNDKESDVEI
GSK3A inh = blockers of GSK3A enzyme activity – biochemical, luminescence, cell-free homogeneous, HTS, primary screen | GSK-3 alpha kinase, ADP-Glo luminescence, 60 min | inhibition, % at 10 µM | 320,000 compounds, 0.1% hits;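 in the data active means inhibition above about 50%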;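 further: GST-tagged GSK-3 alpha with peptide substrate and 25 µM ATP; 0% = DMSO neutral wells and 100% = GW8510 positive control wells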
HSF1 inh = HSF1 inhibitors in luciferase reporter cells, primary screen, cell-based, NIH3T3, luminescence; NIH3T3-HGL HSE-luciferase, MG132-induced, luminescence 8 h; stronger effect = lower value; activity change, negative = inhibition, % at 7.5 µM (by protocol); 300,000 compounds, 0.77% hits; AID 2098, 2009;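 active means more than half of replicate wells show activity change below -50%, luminescence cut by over half; inconclusive means some wells, but at most half, below -50%; inactive means no replicate well below -50%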;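 further: luciferase reports HSF-1 transcriptional activity via heat shock element; 0% = median of DMSO wells and -100% = zero luminescence signal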
The depositor's hits bear a star; i = inactive; ? = inconclusive; . = not tested or not shown. This is a subset; the hit share may differ from the screen's.

PolyA inh,SMILES,GSK3B inh,Dyrk1A ADPGlo,Platelet DG rel,HSF1 activator,AI-2 QS mod,HSP90 inh,HDAC3 inh,GSK3A inh,HSF1 inh
i,COc1ccc(CCNC(=O)C2CCN(C(=O)NC3CCCCC3)CC2)cc1,0,6,-1,2,33,2,14,1,-3
i,CC1CCCCN1Cc1cnc(Cl)s1 (stereo not drawn),4,0,.,.,14,-3,0,0,.
i,CCSc1nnc(CNC(=O)C23CC4CC(CC(C4)C2)C3)n1C1CCCCC1,3,-3,-3,26,14,2,-2,0,-5
i,CC1(C)CCC[C@]2(C)C(CS(=O)c3ccccc3)=C(C=O)CC[C@@H]12 (stereo partly drawn),-3,-5,24,-7,-6,.,.,-2,-1
i,COc1ccc(CCNC(=O)C2CCCN(c3ncccn3)C2)cc1 (stereo not drawn),-3,-2,2,-3,21,0,0,0,0
i,CC(C)c1nc(SCC(=O)N2CCCc3ccccc32)c2c(=O)n(C)c(=O)n(C)c2n1,-1,0,4,-5,0,0,3,11,4
i,CCCOc1ccc(C(=O)CCC(=O)NNC(=O)c2ccncc2)cc1,-2,0,23,1,20,-6,9,-3,-2
i,O=C(O)/C=C/c1cn(Cc2ccccc2Cl)nc1-c1ccccc1,1,8,-1,6,12,3,1,-5,1
i,Cc1cccc(CSC(Nc2ccc(F)cc2)=C(C#N)C#N)c1,2,-5,-10,1,14,-2,3,-2,-9
i,CC(=O)C1C(=O)CC(C)(O)C(C(C)=O)C1c1ccccc1 (stereo not drawn),-7,13,-20,-7,3,4,-5,-1,-2
i,CNc1nc(C)c(C(C)(C)C)s1,1,-5,-7,-5,13,4,4,1,0
.,Cn1c(=O)c2cc(S(=O)(=O)NC(C(=O)N3CCCCCC3)c3ccccc3)ccc2n(C)c1=O (stereo not drawn),.,8,.,.,.,0,-2,2,.
i,CCCCn1c(N)c(N(Cc2ccccc2OC)C(=O)c2sccc2C)c(=O)[nH]c1=O,-4,5,5,18,-12,.,-5,-2,7
i,Cc1cccc(C)c1NC(=O)CN(c1ccccn1)S(=O)(=O)c1ccc(F)cc1,-3,1,2,-10,20,1,-12,-2,-3
i,Cc1cccn2c(=O)c3cc(C(=O)NC4CCCC4)c(=N)n(CCc4ccccc4)c3nc12,0,4,-15,1,24,0,-43,3,-9
i,CC1(C)Cc2c(sc3c2C(=O)N(c2ccccc2)C2=NCCCN23)CO1,-1,1,-17,-7,15,0,5,-2,-8
i,COc1ccccc1C1(CCNS(=O)(=O)c2ccc(C)cc2)CCOC(C(C)C)C1 (stereo not drawn),1,-4,-17,-4,15,0,17,0,4
i,CSc1ccccc1NC(=O)c1ccc2c(c1)CCN2S(C)(=O)=O,-2,8,-5,6,-9,-7,-4,-2,3
i,O=C(CN1C2CCC1CC(NC(=O)NC1CCCCC1)C2)NC1CC1 (stereo not drawn),1,-4,2,-8,9,-2,15,-1,-5
i,CC(=O)Oc1cccc(C(=O)Nc2ccccc2C(=O)N2CCCC2)c1,3,3,0,9,14,-5,0,1,6
i,O=C1CCc2cc(NS(=O)(=O)c3ccc(F)cc3)cc3c2N1CC3,2,1,1,20,0,.,-1,2,8
i,COc1ccc(CCCC(=O)NC2CCCCC2C)c(C)c1 (stereo not drawn),-2,.,8,2,-2,0,3,-1,-7
i,CCNc1nc(NCC)n2c(SCC(=O)c3ccccc3F)nnc2n1,-2,7,-3,7,32,-1,0,0,7
i,CCCCNC(=S)NNC(=O)c1nn(C)c(C)c1Cl,1,4,0,9,12,-3,-1,-1,-3
i,NC(=O)C(=O)N/N=C/c1c2ccccc2cc2ccccc12,1,7,19,1,13,2,7,1,-7
i,O=C(CSc1ncccn1)NCc1ccccc1Cl,0,-14,4,-14,19,-2,8,1,3
i,Cc1ccc(NC(=O)C(=O)NCCOc2ccccc2Cl)cc1,2,0,-6,-7,8,-4,-5,-3,2
i,Cc1nn(C)c(C)c1NS(=O)(=O)c1cccc(Br)c1,-1,7,9,-13,-2,.,14,-1,-5
i,COc1ccc2c(c1)c1nc3n(c(=O)c1n2CC(=O)Nc1cc(C)[nH]n1)CCS3,-2,.,-4,5,18,6,-19,-5,2
i,Clc1ccccc1-c1nnc(-c2cccs2)o1,-2,9,3,9,-5,0,-12,0,-1
i,CC1CCN(C(=O)CCCNC(=O)Cn2cnc3sc4c(c3c2=O)CCCC4)CC1,-1,-3,8,42,15,3,.,-1,6
i,O=C(c1ccc(CNS(=O)(=O)c2cccc(Cl)c2)cc1)N1CCCC1,-5,-2,7,-6,40,1,0,-2,-10
i,CC(c1ccco1)N(C(=O)C12CC3CC(CC(C3)C1)C2)c1ccccn1 (stereo not drawn),3,-3,2,-16,-3,4,-1,-3,-5
i,O=C(Nc1ccc2c(c1)OCO2)C1CC(c2ccc(Cl)cc2)=NO1 (stereo not drawn),2,-5,1,4,0,0,5,-1,0
i,CCOc1nc(-c2ccccc2Cl)ccc1C#N,-6,-1,-1,-12,-26,2,2,0,0
i,Cc1cc(NC(=O)c2cccc(N3C(=O)CCC3=O)c2)no1,0,0,-7,.,-2,-3,-2,1,.
i,CCOC(=O)c1cc2nc(-c3ccccc3)cc(C)n2n1,0,7,-5,1,15,1,5,1,2
i,Cc1ccccc1N(C(=O)c1ccccn1)C(C(=O)NCc1ccccc1)c1ccncc1 (stereo not drawn),1,-4,-13,16,-15,3,7,1,13
i,CCn1cc([N+](=O)[O-])c(=O)c2cc(F)c(N3CCOCC3)cc21,-6,3,-7,-2,23,-3,-9,6,3
i,Cc1ccc(C(=O)Nc2nnc(CC(=O)N/N=C/c3ccncc3)s2)cc1,1,-1,-1,-4,42,1,1,0,11
i,CC(C)(C)c1ccc(OC(=O)c2ccc3snnc3c2)cc1,2,-1,2,20,8,0,6,0,-2
i,Cc1nn(-c2ccccc2)c(Cl)c1C(=O)NCc1cccs1,-30,-3,1,-6,14,1,0,0,-2
i,CCCCOC(=O)c1ccc(Nc2ccc([N+](=O)[O-])cn2)cc1,2,2,-6,1,10,-6,-3,-3,3
.,COc1ccc2o/c(=N/NC(=O)c3cccs3)c(C(N)=O)cc2c1,1,1,5,56*,29,-2,-1,1,5
i,O=C(NNC(=O)c1ccncc1)Nc1ccc([N+](=O)[O-])cc1,1,2,15,22,4,-7,6,2,4
i,O=C(CSc1cc([N+](=O)[O-])cc(S(=O)(=O)Cc2ccccc2)c1)NC1CC1,1,-4,12,-2,4,-1,4,-3,2
i,COc1ccccc1OCCC(=O)OCC(=O)NC(C)c1ccccc1 (stereo not drawn),1,-2,6,1,11,1,6,0,-13
i,O=C(COC(=O)[C@@H]1CCCN1S(=O)(=O)c1ccccc1F)c1ccccc1,-1,-2,-2,-1,15,2,0,.,-7
i,COC(=O)c1nonc1NCn1nnc2ccccc21,2,20,5,-8,22,1,2,1,-5
i,Cc1ccc(S(=O)(=O)/N=C2/NC(=O)/C(=C/c3ccccc3)S2)cc1,3,10,8,11,45,-7,?,-7,8
i,COC(=O)c1c(NC(=O)CN(c2ccccc2)S(C)(=O)=O)sc2c1CCCC2,-5,4,-13,16,26,2,11,0,12
i,O=C(Nc1nnc(CCS(=O)(=O)c2ccc3ccccc3c2)s1)c1ccc([N+](=O)[O-])cc1,1,-4,14,-5,37,6,-5,3,-4
i,Cc1c(NC(=O)COc2ccc(C(C)C)cc2)c(=O)n(-c2ccccc2)n1C,4,0,-7,-16,13,-1,1,0,-7
i,CCCSc1nnc(CNS(=O)(=O)c2ccc(C)cc2)n1C,1,-3,-23,-66,19,-3,-2,1,-61*
i,CCOC(=O)c1cnn(-c2nc(CC)nc3sc4c(c23)CCC4)c1N,3,2,-41,-2,13,-2,-1,2,-8
i,O=C(CNc1ccc(F)cc1)N/N=C1\CCc2ccccc21,-1,2,0,-2,20,-2,6,2,5
.,CC(C)C1C(C#N)=C(N)Oc2n[nH]c(C(C)(C)C)c21 (stereo not drawn),.,-2,.,.,.,3,2,2,.
i,CCN(CC)S(=O)(=O)c1cccc(N=Nc2c(O)c3ccccc3oc2=O)c1,2,1,-13,17,10,3,-2,-2,9
